DENV2 CPE rescue: inhibitors of DENV2 cytopathic effect, primary screen, cell-based, plate reader, single concentration | CPE inhibition, % at 9.99 µM | 1.7% of 350,000 active | DENV2-infected cells, cytopathic effect rescue; in the data active = CPE inhibition above about 20%, passing the limit was not always enough; inconclusive = no clear call, values can overlap the other calls; tested in BHK-21 cells;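 also: 0% = median of neutral control wells and 100% = median of positive control wells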
F508del corr: F508del CFTR correction, initial screen, CFBE line, single point | CFBE cells, YFP halide quenching; stimulated with forskolin plus potentiator P3; % fluorescence drop versus neutral controls | activity (quench increase), % at 7.58 µM | 0.36% of 350,000 active;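 active = mean added fluorescence quench of at least 8% versus neutral control, with both replicates also reaching 8%; inconclusive = only one of the mean or replicate conditions met; inactive = mean below 8% and not both replicates reaching 8%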;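 also: cells transiently co-express mutant CFTR-F508del with the halide-sensitive YFP; corrector assay measuring rescue of mutant channel to the surface after 24 h compound exposure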
Xi reactivation: activators of inactive X chromosome reactivation, primary screen, imaging, XiGFP fibroblasts, GFP high-content imaging, set 2; XiGFP mouse fibroblasts, % GFP-positive cells imaging, 3 d; cells co-treated with 5-aza-dC sensitizer; scaled so ellipticine positive control = 100%; activation, % at 7.58 µM; 0.055% of 360,000 active; AID 743238, 2013;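 active = mean normalized replicate activation at least 10% and every replicate at or above 10%; inconclusive = only one of the two criteria met; inactive = mean below 10% and not all replicates reach 10%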;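 also: 0% = median of on-plate neutral control wells and 100% = ellipticine 6 µM median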
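Material: XiGFP fibroblasts, SV40-immortalized. Buffer or medium: DMEM plus 5-aza-dC sensitizer. Compound: single concentration per compound, delivered by pin transfer. Times: 3 days compound exposure. Controls: ellipticine 6 µM.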
Casp6 inh: human caspase-6 inhibitors, primary screen, biochemical, VEID-R110 fluorescence, single point, set 2; AID 686996, 2013; 0.53% of 350,000 active; inhibition, % at 12.5 µM; purified caspase-6, Z-VEID-R110 cleavage fluorescence;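 active = mean inhibition across replicates at least about 35%, with every replicate also reaching that limit, limit read from the data; inconclusive = only one of the two criteria met; inactive = neither criterion met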;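 also: 0% = median of neutral control wells and 100% = no fluorescence left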
Target sequence (P55212 24-179 limits assumed): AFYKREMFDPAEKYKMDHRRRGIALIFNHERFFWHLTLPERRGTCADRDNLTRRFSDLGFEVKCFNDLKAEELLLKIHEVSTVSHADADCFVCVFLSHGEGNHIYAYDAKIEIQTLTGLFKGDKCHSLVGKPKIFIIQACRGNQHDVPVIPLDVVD
Target sequence (P55212 194-293 limits assumed): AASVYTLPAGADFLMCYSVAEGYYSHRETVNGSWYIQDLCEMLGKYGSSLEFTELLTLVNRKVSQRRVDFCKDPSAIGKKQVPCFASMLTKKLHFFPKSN
INS-1E GSIS act: GLuc luminescence reporter in INS-1E cells, primary screen for activators of glucose-dependent secretion of insulin | INS-1E GLuc reporter insulin secretion, 2-3 h | activation, % at 16.6 µM | 0.61% of 370,000 active;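 active = lowest replicate activation of at least 40%, so every replicate reaches that level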;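 also: 0% = median of neutral control wells and 100% = median of IBMX positive control wells; some compounds called inactive have numbers as strong as hits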
RAD54 branch: inhibitors of human RAD54 branch migration, primary screen, biochemical, fluorescence, single point | DNA repair and recombination protein RAD54-like (Homo sapiens), Q92698 | RAD54 Holliday junction branch migration, FAM/BHQ fluorescence | 0.14% of 360,000 active | inhibition, % at 10.4 µM | AID 602329, 2012;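 active = mean normalized replicate activity at least 40 and at least half of replicates scoring 40 or more; inconclusive = only one of the two criteria met; inactive = mean below 40 and under half of replicates reaching 40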;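 also: 0% = median of neutral control wells and 100% = median of positive control wells; inhibitors cause a drop in the FAM fluorescence signal; in these data hits start at about 50%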
Target sequence (Q92698 whole entry, looked up): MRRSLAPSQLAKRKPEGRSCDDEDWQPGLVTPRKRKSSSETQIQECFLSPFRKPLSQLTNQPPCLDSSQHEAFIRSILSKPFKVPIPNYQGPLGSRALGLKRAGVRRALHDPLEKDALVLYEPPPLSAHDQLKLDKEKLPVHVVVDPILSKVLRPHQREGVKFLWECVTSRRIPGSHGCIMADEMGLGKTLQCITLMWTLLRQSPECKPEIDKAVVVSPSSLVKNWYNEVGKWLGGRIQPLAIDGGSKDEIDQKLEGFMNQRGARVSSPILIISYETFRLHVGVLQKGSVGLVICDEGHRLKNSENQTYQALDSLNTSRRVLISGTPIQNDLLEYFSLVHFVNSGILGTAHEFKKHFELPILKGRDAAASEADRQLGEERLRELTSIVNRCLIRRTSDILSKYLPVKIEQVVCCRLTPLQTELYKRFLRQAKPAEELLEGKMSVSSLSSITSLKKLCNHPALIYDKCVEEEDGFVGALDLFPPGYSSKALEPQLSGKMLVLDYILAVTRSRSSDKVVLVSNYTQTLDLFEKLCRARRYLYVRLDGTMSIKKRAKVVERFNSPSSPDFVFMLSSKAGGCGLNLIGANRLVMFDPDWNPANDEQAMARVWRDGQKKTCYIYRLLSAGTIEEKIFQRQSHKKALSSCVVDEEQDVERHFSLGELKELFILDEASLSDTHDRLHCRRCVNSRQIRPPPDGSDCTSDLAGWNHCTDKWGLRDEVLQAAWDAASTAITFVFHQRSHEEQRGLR
RAD52 inh: RAD52 DNA annealing inhibitors, primary screen, biochemical, FRET, single point, set 2; recombinant RAD52 DNA annealing, FRET fluorescence; inhibition, % at 18.7 µM; 0.46% of 360,000 active;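 active = every replicate showing at least 50% inhibition; inconclusive = mean inhibition at least 50% but not in every replicate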
E-sel inducer: E-selectin induction in HUVECs, primary screen, imaging, HUVEC, immunofluorescence imaging, single point; 0.37% of 260,000 active; normalized: neutral wells 0, TNF-alpha wells 100; P16581; activation, % at 7.58 µM;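 active = mean E-selectin-positive cell signal at least 10% of the positive control, reached in at least 60% of replicates, without over 20% cell loss; inconclusive = no rule given, readout overlaps actives, possibly toxicity-flagged; inactive = the rest, including those meeting only one limit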;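 also: in these data hits start at about 27%; measured in HUVEC primary endothelial cells; signal is the percent of cells scored E-selectin positive by PE staining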
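System: HUVEC, human umbilical vein endothelial cells; quantity: 3,000 cells/well; buffer or medium: EGM-2 medium, gelatin-coated wells; dosing: single-point compound dose; detection: immunofluorescence imaging; evaluation: % PE-positive cells; benchmarks: TNF-alpha, DMSO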
The depositor's hits bear a star; u = inconclusive; x = not tested or not shown.

structure | DENV2 CPE rescue | F508del corr | Xi reactivation | Casp6 inh | INS-1E GSIS act | RAD54 branch | RAD52 inh | E-sel inducer
CCN(CC)CCNC(=O)C(Oc1ccccc1)Oc1ccccc1 | u | 0.9 | 0.1 | -10 | 6 | -8 | -6 | 0.8
Cc1cc(NC(=O)c2ccno2)no1 | -7 | 0.3 | 0.0 | 1 | -2 | -2 | -6 | -0.6
C#CCO[C@@H]1C[C@H](n2cnc3c(NC(=O)c4ccccc4)ncnc32)O[C@@H]1CO | 4 | 2.8 | 0.0 | -1 | 18 | -4 | 2 | -0.4
Fc1ccc(CN2CCSCC2)cc1F | -2 | -0.2 | 0.0 | 0 | 20 | 0 | -9 | 0.3
COc1ccc(/C=C/C(=O)NC(=S)Nc2ccccc2)cc1OC | 3 | 0.6 | 0.2 | 1 | 15 | 9 | -20 | -0.1
COc1ccc([N+](=O)[O-])cc1N(CC(=O)NC(C(C)C)C(C)C)S(C)(=O)=O | -3 | -1.2 | 0.0 | 3 | 4 | x | 0 | x
CSc1ccccc1NC(=O)c1ccccn1 | 1 | 2.0 | -0.1 | 0 | -1 | x | -8 | x
S=c1[nH]nc(-c2cc(-c3ccsc3)n[nH]2)n1-c1ccccc1 | 5 | 0.9 | 0.1 | -1 | 15 | -8 | -12 | x
Cc1cc(NC(=O)CCC(=O)N(CC(=O)NCC2CCCO2)c2ccc(Cl)c(Cl)c2)no1 (centres undefined) | 4 | -2.9 | 0.3 | 1 | -6 | 3 | -12 | x
Cc1ccc(Cn2c(N3CCN(C)CC3)nc3c2c(=O)[nH]c(=O)n3C)cc1 | 0 | 2.2 | 0.0 | -2 | 7 | 3 | -5 | 0.0
CC(C)(C)C1CCC(=O)C(C2(O)C(=O)Nc3ccccc32)C1 (centres undefined) | x | x | x | 1 | 6 | 11 | -3 | x
Cc1nc(NC(=O)COC(=O)c2ccc(CO)cc2)c(Cl)cc1Cl | -9 | 2.2 | 0.1 | 0 | 0 | 2 | -36 | 0.3

More results follow.
structure | DENV2 CPE rescue | F508del corr | Xi reactivation | Casp6 inh | INS-1E GSIS act | RAD54 branch | RAD52 inh | E-sel inducer
CCOC(=O)C1=C(C)NC(=O)NC1c1ccc(OC(=O)c2ccco2)c(OC)c1 (centres undefined) | x | 2.6 | x | 1 | 0 | x | -7 | x
C[C@H](CO)N1C[C@H](C)[C@@H](CN(C)Cc2ccc(F)cc2)Oc2ncc(-c3ccccc3F)cc2C1=O | 16 | -1.5 | -0.2 | 3 | 26 | -4 | -10 | -0.3
O=C(C[n+]1cccc(Br)c1)c1ccc(-c2ccccc2)cc1 | 10 | -1.3 | -0.1 | -13 | 4 | 1 | -1 | 0.2
Cc1ccc(S(=O)(=O)N2CCCC2CNC(=O)C(=O)NCc2cccs2)cc1 (centres undefined) | -1 | -3.7 | 0.0 | 0 | -2 | 2 | -21 | x
O=C(C[C@@H]1CC[C@@H](NC(=O)C2CC2)[C@@H](CO)O1)NC1CCC1 | -4 | 0.2 | -1.3 | 0 | 1 | -6 | -6 | -0.1
Cc1csc(NC(=O)Nc2ccccc2[N+](=O)[O-])n1 | -9 | -0.3 | 0.0 | 3 | 8 | 2 | -10 | -2.7
Cc1cccc(C(=O)NCC(=O)NC(C)CCc2ccccc2)c1 (centres undefined) | 9 | 1.2 | 0.3 | -1 | -3 | 1 | -11 | x
COc1cccc(Nc2nc(NCCO)nc(N3CCCC3)n2)c1 | u | -1.9 | 0.0 | -1 | 26 | 4 | -6 | 0.2
O=C1C(Cl)=C(O)C2(Cl)C(Cl)=C(Cl)C12Cl (centres undefined) | -4 | 0.9 | 0.1 | 4 | 33 | 0 | -21 | 0.0
O=[N+]([O-])c1ccccc1S(=O)(=O)N1CCSCC1 | 1 | 3.8 | 0.3 | 3 | 8 | 8 | -9 | 1.7
CCOc1ncccc1C(=O)OC(C)C(=O)Nc1ccc(Cl)cn1 (centres undefined) | -12 | -6.4 | -0.1 | -4 | 2 | -6 | -19 | x
COc1ccccc1C#Cc1ccc([C@@H]2[C@@H](CO)N(C(=O)C3CCC3)[C@H]2C#N)cc1 | -2 | 1.2 | 0.0 | -1 | -11 | -3 | -1 | -0.4

Next results:
structure | DENV2 CPE rescue | F508del corr | Xi reactivation | Casp6 inh | INS-1E GSIS act | RAD54 branch | RAD52 inh | E-sel inducer
C/C(=N\NC(=O)c1ccc(-n2cnnn2)cc1)c1ccc(Cl)cc1 | u | 3.1 | 0.0 | 0 | 19 | -11 | -11 | x
Cc1cc(C)cc(NC(=O)NC2CCCCCCC2)c1 | -6 | 5.2 | -0.1 | -2 | 1 | -2 | -7 | -0.4
CCn1nc(C(=O)OCC(=O)Nc2ncc(Cl)c(C)c2Cl)c2ccccc2c1=O | x | x | 0.3 | x | 12 | -2 | x | 0.3
Cc1ccc(C(C(=O)NC2CCCCC2)N(C(=O)c2csnn2)c2ccccc2F)o1 (centres undefined) | 6 | 0.1 | 0.0 | 1 | 2 | -3 | -12 | x
O=C(CSc1nc2ccccc2[nH]1)c1ccccc1F | 1 | 2.0 | 0.0 | -2 | 12 | 3 | -18 | 0.3
CCCC(=O)Nc1ccc2c(c1)C(=O)N(C)C[C@@H](OC)[C@@H](C)CN(CCC)[C@H](C)CO2 | -5 | x | 0.2 | -1 | 20 | 9 | 2 | -0.2
NC(=O)C1(c2ccccc2)CCCN1C(=O)c1ccccc1Br (centres undefined) | 8 | 1.3 | 0.0 | 4 | 0 | x | -10 | x
COc1ccc(NC(=O)N(C)C[C@H]2Oc3ccc(NS(=O)(=O)c4ccc(F)cc4)cc3C(=O)N([C@@H](C)CO)C[C@@H]2C)cc1 | 6 | -0.9 | 0.2 | -2 | 3 | 1 | 16 | -0.1
Cn1cnc(S(=O)(=O)N2CCCCN3[C@H](CO)[C@H](c4ccc(-c5ccccc5F)cc4)[C@@H]3C2)c1 | -1 | 1.7 | 0.0 | 1 | -11 | -6 | -8 | -0.3
CCOC(=O)Cn1nc(NC(=O)c2cc(OC)cc(OC)c2)cc1C | -7 | 4.3 | 0.0 | 1 | 0 | -1 | -6 | x
C[C@H](CO)N1C[C@H](C)[C@@H](CN(C)C(=O)Nc2ccc(F)cc2)Oc2ccc(NC(=O)Nc3ccc4c(c3)OCO4)cc2CC1=O | 9 | 1.5 | 0.5 | x | 2 | 9 | x | -0.1
Cc1[nH][nH]c(=O)c1C(c1ccc(-c2ccc(Cl)cc2)o1)c1c(C)[nH][nH]c1=O | 6 | 1.3 | x | 31 | -4 | 7 | 4 | x

Remaining list, next part.
structure | DENV2 CPE rescue | F508del corr | Xi reactivation | Casp6 inh | INS-1E GSIS act | RAD54 branch | RAD52 inh | E-sel inducer
C[C@@H](NC(=O)[C@H]1[C@H](CO)[C@H]2Cn3c(cccc3=O)[C@H]2N1S(C)(=O)=O)c1ccccc1 | 2 | x | 0.2 | 1 | 20 | 1 | -1 | 0.2
CC(=O)c1sc(N/N=C/c2cccc([N+](=O)[O-])c2)nc1C | u | -0.2 | 0.2 | -4 | -5 | -3 | -9 | -0.2
Nc1cc(C(=O)OCC(=O)c2ccc(CC(=O)N3CCOCC3)s2)ccc1Cl | -1 | 3.2 | 0.4 | -2 | 21 | 15 | -6 | 3.5
COc1ccccc1-c1ccc2n(c1=O)C[C@@H]1[C@@H](CO)[C@H](C(=O)N(C)C)N(C(=O)c3cccnc3)[C@H]21 | -7 | x | 0.0 | 1 | 2 | 4 | -11 | -0.4
CC(C)n1[nH]c2ccccc2c1=O | -3 | -2.1 | x | -1 | 7 | 4 | 3 | -0.1
COc1ccc2c3c(n(C)c2c1)[C@H](CO)NCC31CN(Cc2ccccc2F)C1 | 1 | 1.6 | 0.2 | x | 26 | x | x | -0.3
COc1ccc(C(=O)NCC(=O)N2CCN(c3ccc(F)cc3)CC2)cc1 | 4 | -1.9 | 0.2 | 1 | 5 | -4 | -4 | x
Cn1ccnc1Sc1ccccc1[N+](=O)[O-] | -2 | -1.4 | 0.0 | 1 | -9 | x | -8 | x
COc1ccc(N(CC(=O)Nc2nccs2)S(=O)(=O)c2c(C)[nH]c(=O)[nH]c2=O)cc1 | -4 | 0.8 | 0.4 | -4 | 5 | x | -9 | x
C/C=C\C(=O)Nc1cccc(C2=NOC3(C2)C[C@@H](C(N)=O)N(C(=O)c2ccc(OC)cc2)C3)c1 (some centres undefined) | 22* | -0.3 | -0.1 | 4 | -9 | x | 1 | -0.2
COc1ccc(/C=C2\SC(=S)N(NS(=O)(=O)c3ccc(C)cc3)C2=O)c(OC)c1 | 17 | 1.3 | 0.0 | 2 | -2 | 5 | -190 | -0.1
Cc1cccc(NC(=S)NC2CC3CCCC(C2)N3Cc2ccco2)c1 (centres undefined) | -1 | -0.3 | 0.0 | -3 | -10 | x | -11 | x

Further compounds follow:
structure | DENV2 CPE rescue | F508del corr | Xi reactivation | Casp6 inh | INS-1E GSIS act | RAD54 branch | RAD52 inh | E-sel inducer
CN1CCSc2ccc(C(=O)Nc3ccc(Cl)cc3)cc21 | -3 | -0.8 | 0.3 | -4 | 6 | x | -13 | 0.2
Cc1ccc(-c2nnn(CC(=O)N(c3ccccc3)C(C(=O)NCC3CCCO3)c3cccs3)n2)o1 (centres undefined) | 1 | 0.0 | 0.0 | -2 | 2 | x | -1 | -0.8
CC(C)(C)OC(=O)C[C@@H]1C/C=C\C[C@@H](CC(=O)N[C@@H](CO)Cc2ccccc2)C(=O)NC[C@@H](c2ccccc2)OC1=O | 11 | -0.7 | -0.4 | 0 | -7 | -2 | -3 | 26
Cc1ccc(NC(=O)Cn2c(CCC(=O)O)ccc2-c2ccc(Cl)cc2)cc1 | 5 | 0.0 | 0.0 | -2 | -23 | -6 | -37 | x
COc1ccc(C2CC(=O)N(C)c3ccccc3S2)cc1 (centres undefined) | x | -1.1 | 0.3 | 3 | -12 | 5 | -2 | x
COc1cc(/C=C2/SC(=S)N(CC(=O)O)C2=O)ccc1OC(=O)c1cccs1 | 0 | 4.1 | 0.0 | 5 | -2 | x | -108 | 4.0
CCS(=O)(=O)N1[C@@H](CO)[C@H](c2ccccc2)C12CN(C(=O)C1CCCC1)C2 | 5 | -1.1 | 0.1 | 0 | 7 | x | 0 | 0.1
CCc1cc(=O)oc2c3c(cc(OCC(=O)NCCCOC)c12)OC(C)(C)CC3 | -5 | -0.1 | 0.1 | 0 | 16 | -12 | -18 | x
Oc1ccc(Nc2ncnc3ccccc23)cc1 | -6 | 2.3 | 0.0 | -1 | 1 | 6 | -1 | x
C[C@H]1CN([C@@H](C)CO)C(=O)c2cc(NC(=O)c3ccncc3)ccc2O[C@@H]1CN(C)Cc1ccc(C(=O)O)cc1 | 5 | -0.2 | 0.2 | 3 | 22 | -1 | 10 | x

Some entries already given, showing only Xi reactivation and DENV2 CPE rescue.
smiles	Xi reactivation	DENV2 CPE rescue
CCOc1ncccc1C(=O)OC(C)C(=O)Nc1ccc(Cl)cn1 (centres undefined)	-0.1	-12
COc1ccccc1C#Cc1ccc([C@@H]2[C@@H](CO)N(C(=O)C3CCC3)[C@H]2C#N)cc1	0.0	-2

High-throughput results: PubChem, Broad Institute
